Source: PubChem BioAssay
Scp1 inh = inhibitors of human Scp-1 phosphatase | inhibition, % at 20 µM | Recombinant Scp1, phosphopeptide, malachite green phosphate absorbance | 340,000 tested, 0.88% active | Q9GZU7;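 active = inhibition above about 50% at 20 µM, limit read from the data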;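 also: plate controls were DMSO wells with enzyme for no effect and wells lacking enzyme for full effect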
Target sequence (Q9GZU7 76-261 limits assumed): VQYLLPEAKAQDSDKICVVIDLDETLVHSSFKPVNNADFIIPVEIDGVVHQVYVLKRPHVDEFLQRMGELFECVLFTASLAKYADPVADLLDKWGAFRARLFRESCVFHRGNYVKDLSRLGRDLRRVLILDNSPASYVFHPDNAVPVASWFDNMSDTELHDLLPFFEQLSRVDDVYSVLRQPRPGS
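Test system: SCP-1 catalytic domain; Buffer or medium: Acidic Tris acetate buffer with magnesium and detergent; Also added: Phosphorylated 17-residue peptide substrate; Compound: single 20 µM dose, 1% DMSO; Schedule: enzyme reaction 45 min at room temperature, colour 5 min, stabilisation 30 min; Signal: Phosphate-binding colour reagent, absorbance read at 630 nm.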
MLLE-PAM2 inh = blocks PAM2 peptide binding to the PABP1 MLLE domain; GST-MLLE / FITC-PAM2 fluorescence polarization; inhibition, % at 20 µM; 360,000 tested, 0.36% active; AID 588489; in the data active = inhibition above about 35%, passing the limit was not always enough;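 also: plate controls were DMSO wells with GST-MLLE for no effect and wells lacking GST-MLLE protein for full effect; some results filed as inactive read as strong as hits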
Target sequence (P11940 whole entry, looked up, the tested form may be a part): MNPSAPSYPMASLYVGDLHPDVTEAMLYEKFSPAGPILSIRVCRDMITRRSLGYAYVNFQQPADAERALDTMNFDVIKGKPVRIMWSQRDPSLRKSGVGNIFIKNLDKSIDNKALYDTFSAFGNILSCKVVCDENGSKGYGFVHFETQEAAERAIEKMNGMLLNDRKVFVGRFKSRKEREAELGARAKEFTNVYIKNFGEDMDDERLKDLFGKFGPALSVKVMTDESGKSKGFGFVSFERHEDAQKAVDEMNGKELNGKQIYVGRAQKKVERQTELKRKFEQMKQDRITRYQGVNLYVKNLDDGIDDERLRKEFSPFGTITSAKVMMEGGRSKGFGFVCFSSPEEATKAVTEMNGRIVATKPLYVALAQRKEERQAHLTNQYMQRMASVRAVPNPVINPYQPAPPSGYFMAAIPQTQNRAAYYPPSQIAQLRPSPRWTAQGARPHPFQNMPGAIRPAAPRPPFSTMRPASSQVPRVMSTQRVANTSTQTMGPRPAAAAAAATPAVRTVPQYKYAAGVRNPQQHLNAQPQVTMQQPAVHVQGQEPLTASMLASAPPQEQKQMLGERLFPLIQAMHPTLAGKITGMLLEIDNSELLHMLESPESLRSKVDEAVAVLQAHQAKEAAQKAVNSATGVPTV
NadD inh = blocks S. aureus nicotinate mononucleotide adenylyltransferase; purified NadD enzyme, colorimetric absorbance read-out; inhibition, % at 20 µM; 360,000 tested, 0.78% active; AID 602399; in the data active = inhibition above about 26%; also: some compounds past the cut are filed as inactive
CSN deneddyl inh = blocks human CSN-mediated cullin deneddylation; AID 651999; inhibition, % at 12.5 µM; Purified CSN, SCF-Nedd8-OG deneddylation, fluorescence polarization; 360,000 tested, 0.38% active; Q92905;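 active = pattern-corrected inhibition above about 35%, with an unprinted fluorescence ratio check between 0.5 and 1.5, limit read from the data, passing the limit was not always enough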;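 also: 0% = enzyme with substrate and 100% = substrate without enzyme; some results filed as inactive read as strong as hits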
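Assay system: HEK293T-derived human Csn5 enzyme; quantity: 0.24 nM enzyme; medium: Tris/NaCl/DTT buffer, pH 7.5; also added: substrate SCFSkp2-Nedd8OG, 10 nM; doses: 12.5 µM compound; schedule: 90 min reaction at room temperature; signal: FP; read-out: % inhibition of substrate cleavage by Csn5; benchmarks: substrate-only high control, full reaction low control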
DNMT1 inh = inhibitors of human DNMT1; DNMT1 molecular beacon, Hinp1I cleavage, fluorescence; inhibition (reported as % activation of signal), % at 10 µM; 360,000 tested, 0.83% active; in the data active = inhibition above about 50%
LMPTP inh = LMPTP (human) inhibition | 360,000 tested, 0.22% active | recombinant LMPTP-A, OMFP fluorogenic substrate, fluorescence intensity | inhibition, % at 20 µM;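 active = compounds that cut the enzyme signal by at least half of the control window in the single-dose screen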;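 also: plate controls were DMSO wells with enzyme plus substrate for no effect and substrate without enzyme for full effect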
Target sequence (P24666 whole entry, looked up): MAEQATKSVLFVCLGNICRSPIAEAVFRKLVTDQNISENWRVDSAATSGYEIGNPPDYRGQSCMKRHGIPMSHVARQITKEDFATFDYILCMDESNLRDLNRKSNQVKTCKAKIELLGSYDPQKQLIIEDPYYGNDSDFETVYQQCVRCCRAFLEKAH
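Test system: LMPTP-A, protein tyrosine phosphatase of low molecular weight; Input: 0.625 nM enzyme; Incubation: 50 min dark incubation at room temperature; Signal: endpoint fluorescence intensity from OMFP dephosphorylation; Read-out basis: % inhibition versus control wells.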
Rpn11 block = blocks the human proteasome subunit Rpn11; O00487; human 26S proteasome, Ub4-pepOG fluorescence polarization; 20S core pre-blocked with epoxomicin; calls only at 20 µM; 360,000 tested, 0.59% active; AID 588493;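 active = inhibition at 20 µM, scaled to each plate's controls, above about 33%, limit read from the data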
TbMetRS inhib = blocks T. brucei methionyl-tRNA synthetase activity. inhibition, % at 11.9 µM. AID 624268. 360,000 tested, 0.4% active. purified T. brucei MetRS, ATP depletion, Kinase-Glo luminescence;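 active = inhibition above a per-plate cutoff of the control wells' mean inhibition plus 3 SD, cut at about 5.5% in these data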;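 also: 0% = DMSO wells median and 100% = median of wells with control inhibitor compound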
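Test system – parasite MetRS enzyme · Reagent – substrates ATP, L-methionine and bulk Escherichia coli tRNA · Doses – 11.9 µM compound single dose, 0.9% DMSO · Times – 15 min enzyme-compound preincubation, 2 h reaction, 10 min detection, 25 °C · Signal – Kinase-Glo luminescence, ATP depletion format · Controls – DMSO-only wells as low control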
STEP block = STEP (human) phosphatase inhibition. inhibition, % at 20 µM. recombinant STEP, OMFP fluorogenic substrate, fluorescence. 360,000 tested, 0.25% active. AID 588621;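 active = inhibition at 20 µM, scaled per plate between control wells, above about 37%, limit read from the data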;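 also: 0% = DMSO with enzyme and substrate and 100% = substrate only without enzyme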
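Material: STEP (striatal-enriched tyrosine phosphatase) enzyme, cell-free | Medium: 50 mM Bis-Tris pH 6.0 with 2.5 mM DTT and 0.005% Tween 20 | Read-out: Percent inhibition scaled to no-enzyme and uninhibited-enzyme controls, plate-pattern corrected | Signal: Fluorescence read at 480 nm ex / 540 nm em | Times: 20 min reaction, room temperature, in the dark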
SUMO1 PPI mod = modulators of human SUMO1-mediated protein-protein interactions. P63165. SUMO1 binding to a labelled peptide, TR-FRET, 1 h. inhibition, % at 20 µM. 360,000 tested, 0.33% active. AID 602429; in the data active = inhibition above about 37%
Target sequence (P63165 whole entry, looked up): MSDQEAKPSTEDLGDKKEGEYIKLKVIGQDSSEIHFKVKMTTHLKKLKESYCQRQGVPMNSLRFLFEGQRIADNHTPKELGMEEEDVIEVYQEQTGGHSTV
* marks the source's active call; other numbers are inactive results. An unsorted share of the library; about 3.6% have a hit in one of these screens.

Screening Cc1ccccc1-n1nc(SCC(=O)O)sc1=S returned Scp1 inh -12, MLLE-PAM2 inh -71, NadD inh 0, CSN deneddyl inh 4, DNMT1 inh -2, LMPTP inh -0.6, Rpn11 block inactive, TbMetRS inhib -0.3, STEP block -4 and SUMO1 PPI mod -1.
For COc1ccc(OC)c(-c2nnc3n2N=C(c2ccc(OC(F)F)c(OCC4CC4)c2)CS3)c1 the results were Scp1 inh 5, MLLE-PAM2 inh -66, NadD inh 18, CSN deneddyl inh 2, DNMT1 inh -5, LMPTP inh 10, Rpn11 block inactive, TbMetRS inhib -0.2, STEP block 4 and SUMO1 PPI mod 12.
Screening Cc1ccc2c(c1)N(CC(=O)N1CCCCC1c1cccnc1)C(=O)CO2 (stereo not drawn) returned Scp1 inh -2, MLLE-PAM2 inh 12, NadD inh 0, CSN deneddyl inh 2, DNMT1 inh -15, LMPTP inh 0.7, Rpn11 block inactive, TbMetRS inhib -0.8, STEP block 0 and SUMO1 PPI mod 2.
Screening Cc1cc(C(=O)COC(=O)CN=C2NS(=O)(=O)c3ccccc32)c(C)n1CCc1ccc(Cl)cc1 returned Scp1 inh -9, MLLE-PAM2 inh -20, NadD inh 9, CSN deneddyl inh -2, DNMT1 inh -15, LMPTP inh 1.5, Rpn11 block inactive, TbMetRS inhib -0.3, STEP block 2 and SUMO1 PPI mod 4.
Cc1cc(NC(=O)COC(=O)c2cc3c(s2)CCC(C)C3)no1 (stereo not drawn) was read as Scp1 inh -2, MLLE-PAM2 inh -6, NadD inh 9, CSN deneddyl inh -2, DNMT1 inh 7, LMPTP inh -1.3, Rpn11 block inactive, TbMetRS inhib 0.3, STEP block -4 and SUMO1 PPI mod 0.
`Nc1cc(N)nc(SCC(=O)NCCC2=CCCCC2)n1` gave Scp1 inh -4, MLLE-PAM2 inh 1, NadD inh -2, CSN deneddyl inh -3, DNMT1 inh 1, LMPTP inh 0.8, Rpn11 block inactive, TbMetRS inhib -0.5, STEP block -2 and SUMO1 PPI mod -2.
For COc1ccc(S(=O)(=O)NNC(=O)c2ccc([N+](=O)[O-])cc2)cc1 the results were Scp1 inh -5, MLLE-PAM2 inh 12, NadD inh 7, CSN deneddyl inh -3, DNMT1 inh -2, LMPTP inh -0.6, Rpn11 block inactive, TbMetRS inhib 0.7, STEP block -1 and SUMO1 PPI mod -25.
COCc1ccc(C(=O)N2CCCC(N(C)CCc3ccc(OC)c(OC)c3)C2)s1 (stereo not drawn) was read as Scp1 inh -12, MLLE-PAM2 inh -8, NadD inh -3, CSN deneddyl inh -2, DNMT1 inh 0, LMPTP inh 0.2, Rpn11 block inactive, TbMetRS inhib 0.1, STEP block 0 and SUMO1 PPI mod -2.
Screening O=C(c1ccc(C(F)(F)F)cc1)C1CCCN(C(=O)CCN2CCCO2)C1 (stereo not drawn) returned Scp1 inh -7, MLLE-PAM2 inh -14, NadD inh -5, CSN deneddyl inh 1, DNMT1 inh 3, LMPTP inh -2.2, Rpn11 block inactive, TbMetRS inhib -0.7, STEP block -2 and SUMO1 PPI mod 5.
For COc1ccc(CNc2ncccc2[N+](=O)[O-])cc1 the results were Scp1 inh -12, MLLE-PAM2 inh -9, NadD inh -1, CSN deneddyl inh 2, DNMT1 inh -1, LMPTP inh 0.4, Rpn11 block inactive, TbMetRS inhib -0.6, STEP block 0 and SUMO1 PPI mod -41.
Fc1ccc(-n2nnc(-c3cccnc3)n2)cc1 was read as Scp1 inh -3, MLLE-PAM2 inh 9, NadD inh 1, CSN deneddyl inh 1, DNMT1 inh -6, LMPTP inh -1.4, Rpn11 block inactive, TbMetRS inhib -0.1, STEP block 1 and SUMO1 PPI mod -1.
Screening CCN1C(=O)/C(=C/c2ccc(OC)c(OC)c2)N=C1SCC(=O)NCc1ccco1 returned Scp1 inh -5, MLLE-PAM2 inh 38*, NadD inh -1, CSN deneddyl inh -1, DNMT1 inh 4, LMPTP inh 1.1, Rpn11 block inactive, TbMetRS inhib -0.4, STEP block 3 and SUMO1 PPI mod -11.
For C/C(=N\Nc1nncc2ccccc12)c1ccc(Cl)c([N+](=O)[O-])c1 the results were Scp1 inh -10, MLLE-PAM2 inh -9, NadD inh 1, CSN deneddyl inh -1, DNMT1 inh 32, LMPTP inh 7.0, Rpn11 block inactive, TbMetRS inhib 0.0, STEP block 0 and SUMO1 PPI mod -2.
Screening O=S(=O)(c1cccc(NC(=S)N2CCN(c3ccccc3)CC2)c1)C(F)F returned Scp1 inh -5, MLLE-PAM2 inh -91, NadD inh 7, CSN deneddyl inh 8, DNMT1 inh 1, LMPTP inh 0.5, Rpn11 block inactive, TbMetRS inhib 1.6, STEP block 2 and SUMO1 PPI mod -28.
Screening Cc1ccc(-n2sc3cc(F)ccc3c2=O)c(C)c1 returned MLLE-PAM2 inh 33, NadD inh 12, CSN deneddyl inh 0, DNMT1 inh -2, LMPTP inh -1.8, Rpn11 block inactive, TbMetRS inhib -0.2, STEP block 1 and SUMO1 PPI mod 3.

3 structures out of the list, ordered by heavy-atom count, high to low:
Screening O=S(=O)(c1cccc(NC(=S)N2CCN(c3ccccc3)CC2)c1)C(F)F returned Scp1 inh -5, MLLE-PAM2 inh -91, NadD inh 7, CSN deneddyl inh 8, DNMT1 inh 1, LMPTP inh 0.5, Rpn11 block inactive, TbMetRS inhib 1.6, STEP block 2 and SUMO1 PPI mod -28.
Screening Cc1ccc(-n2sc3cc(F)ccc3c2=O)c(C)c1 returned MLLE-PAM2 inh 33, NadD inh 12, CSN deneddyl inh 0, DNMT1 inh -2, LMPTP inh -1.8, Rpn11 block inactive, TbMetRS inhib -0.2, STEP block 1 and SUMO1 PPI mod 3.
Screening Cc1ccccc1-n1nc(SCC(=O)O)sc1=S returned Scp1 inh -12, MLLE-PAM2 inh -71, NadD inh 0, CSN deneddyl inh 4, DNMT1 inh -2, LMPTP inh -0.6, Rpn11 block inactive, TbMetRS inhib -0.3, STEP block -4 and SUMO1 PPI mod -1.

(next part)
Screening COc1cc(C(=O)NCCOc2ccccc2C)cc(OC)c1OC returned Scp1 inh -4, MLLE-PAM2 inh 3, NadD inh -7, CSN deneddyl inh 0, DNMT1 inh 0, LMPTP inh -2.4, Rpn11 block inactive, TbMetRS inhib 2.5, STEP block 0 and SUMO1 PPI mod -2.
Cc1cccc(NC(=O)CS(=O)(=O)Cc2ccccc2)n1 was read as Scp1 inh -3, MLLE-PAM2 inh -2, NadD inh 3, CSN deneddyl inh 5, DNMT1 inh -15, LMPTP inh -1.0, Rpn11 block inactive, TbMetRS inhib -0.9, STEP block -2 and SUMO1 PPI mod 14.
For COc1ccc(-c2noc(CN(C(=O)c3ccc4c(c3)OCO4)C(C)C)n2)cc1 the results were Scp1 inh -6, MLLE-PAM2 inh -5, NadD inh -8, CSN deneddyl inh 5, DNMT1 inh -2, LMPTP inh -0.6, Rpn11 block inactive, TbMetRS inhib -1.0, STEP block -3 and SUMO1 PPI mod 0.
Screening O=C(CNC(=O)C1COc2ccccc2O1)N/N=C\c1ccccc1Cl (stereo not drawn) returned Scp1 inh 0, MLLE-PAM2 inh -14, NadD inh -1, CSN deneddyl inh 0, DNMT1 inh 0, LMPTP inh -1.9, Rpn11 block inactive, TbMetRS inhib -0.6, STEP block -2 and SUMO1 PPI mod -3.
For CC(C)(CO)NCc1c(OCc2ccc(Cl)cc2)ccc2ccccc12 the results were Scp1 inh 9, MLLE-PAM2 inh -7, NadD inh -5, CSN deneddyl inh 1, DNMT1 inh 4, LMPTP inh -0.9, Rpn11 block inactive, TbMetRS inhib -1.1, STEP block -1 and SUMO1 PPI mod -19.
For COC(=O)C/C(N)=C(\C#N)C(=O)OC the results were Scp1 inh -15, MLLE-PAM2 inh 5, NadD inh 1, CSN deneddyl inh 0, DNMT1 inh 2, LMPTP inh -0.2, Rpn11 block inactive, TbMetRS inhib -0.6, STEP block -1 and SUMO1 PPI mod 4.
`O=C(COc1ccccc1Cl)NNC(=O)c1cc(S(=O)(=O)N2CCOCC2)ccc1N1CCCC1` gave Scp1 inh -11, MLLE-PAM2 inh 10, NadD inh 2, CSN deneddyl inh 2, DNMT1 inh 0, LMPTP inh -0.7, Rpn11 block inactive, TbMetRS inhib 0.0, STEP block 0 and SUMO1 PPI mod 3.
Screening CS(=O)(=O)c1ccc(Nc2nc(C(N)CCc3ccccc3)cs2)cc1 (stereo not drawn) returned MLLE-PAM2 inh -6, NadD inh -3, CSN deneddyl inh -1, DNMT1 inh -18, LMPTP inh -0.9, Rpn11 block inactive, TbMetRS inhib 0.1, STEP block 0 and SUMO1 PPI mod 3.
Screening O=C(NCCCO)c1ccc2[nH]c3ccccc3c2c1 returned Scp1 inh 0, MLLE-PAM2 inh 2, NadD inh -6, CSN deneddyl inh -4, DNMT1 inh 0, LMPTP inh -1.0, Rpn11 block inactive, TbMetRS inhib 0.1, STEP block -3 and SUMO1 PPI mod 1.
Cc1cc(C)cc(NC(=O)CC2Oc3ccc(C)cc3NC2=O)c1 (stereo not drawn) was read as Scp1 inh -4, MLLE-PAM2 inh 2, NadD inh -8, CSN deneddyl inh 4, DNMT1 inh 5, LMPTP inh -2.7, Rpn11 block inactive, TbMetRS inhib 2.4, STEP block 5 and SUMO1 PPI mod 4.
For CSc1ccccc1NS(=O)(=O)c1ccc2c(c1)OCCO2 the results were Scp1 inh -6, MLLE-PAM2 inh -5, NadD inh -6, CSN deneddyl inh -2, DNMT1 inh -2, LMPTP inh -1.5, Rpn11 block inactive, TbMetRS inhib 1.0, STEP block 0 and SUMO1 PPI mod 2.
Screening Cc1ccc(/C=N/NC(=O)c2nnn(-c3nonc3N)c2C)o1 returned Scp1 inh -7, MLLE-PAM2 inh 10, NadD inh 2, CSN deneddyl inh -5, DNMT1 inh 2, LMPTP inh -1.3, Rpn11 block inactive, TbMetRS inhib -0.3, STEP block 2 and SUMO1 PPI mod -20.
Screening Cc1[nH]c(=O)[nH]c(=O)c1S(=O)(=O)N1CCC(C(=O)N2CCN(c3cccc(C(F)(F)F)c3)CC2)CC1 returned Scp1 inh -5, MLLE-PAM2 inh 7, NadD inh 12, CSN deneddyl inh 4, DNMT1 inh -2, LMPTP inh 1.3, Rpn11 block inactive, TbMetRS inhib -1.1, STEP block 0 and SUMO1 PPI mod 0.
